Source: PubChem
hK5 inh: blocks human kallikrein 5 protease activity; actives 0.59% (n = 210,000); Q9Y337; recombinant hK5, fluorogenic AMC substrate cleavage; inhibition, % at 5 µM;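 active = inhibition of 40% or more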;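 also: 0% = enzyme controls without compound and 100% = no-enzyme blanks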
Rad51 HR inh: blocks human Rad51 in homologous recombination | Q06609 | hRad51 DNA strand exchange, fluorescence dequenching | inhibition, % at 10 µM | actives 0.085% (n = 200,000) | AID 1385;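 active = inhibition above 40% at the single screening dose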;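 also: 0% = DMSO control wells and 100% = blanks with heterologous ssDNA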
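Material: Human Rad51 nucleoprotein filaments preassembled on unlabelled ssDNA | Also added: Labelled 47-mer dsDNA for strand exchange | Dosing: Single dose, 10 µM final compound | Schedule: 30-min compound preincubation and 15-min exchange, both room temperature | Technique: Fluorescence dequenching at 485/520 nm | Measure: Percent inhibition relative to plate controls and blanks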
PERK inhibitor: inhibitors of human PERK kinase. AID 1416. inhibition, % at 5.6 µM. Q9NZJ5. CHO PERK-DD fusion, SEAP luminescence translation reporter. actives 0.17% (n = 220,000);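 active = inhibition above the mean inhibition of all tested compounds plus 3 SD, set separately per screening campaign, cut at about 2.9% in these data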;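 also: PERK kinase domain activated by AP20187 dimerizer at 100 nM; 0% = DMSO with dimerizer and 100% = rapamycin at 8.4 µM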
FXIa inh 1536: inhibitors of human coagulation factor XIa; P03951; actives 0.14% (n = 220,000); purified FXIa, Boc-Glu-Ala-Arg-AMC fluorogenic substrate; inhibition, % at 5 µM;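 active = inhibition of at least 40%; inactive = inhibition below 40%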;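 also: fluorescence of freed AMC excited at 355 nm; 0% = enzyme without compound and 100% = no enzyme blank; many of its hits are not listed in these tables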
Furin inh: human furin inhibition. inhibition, % at 30 µM. P09958. AID 463115. purified furin, fluorogenic substrate cleavage. actives 0.061% (n = 220,000); in the data active = inhibition above about 25%; also: inactives centre near -15
thrombin 1536: blocks human thrombin protease activity; P00734; inhibition, % at 5 µM; actives 0.26% (n = 220,000); alpha-thrombin, Boc-VPR-AMC fluorogenic substrate cleavage;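 active = inhibition at or above 40%; inactive = inhibition below 40%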;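 also: 0% = enzyme with no compound and 100% = wells without enzyme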
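Material: human alpha-thrombin protein; Also added: Boc-VPR-AMC substrate, 15 µM final; Timing: enzyme reaction carried out at room temperature; Signal: fluorescence, ex 355 nm, em 460 nm; Measure: % inhibition of thrombin; Controls: enzyme without compound as high, wells lacking enzyme as low.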
KCC2 mod: modulates chloride dependent transport by human KCC2 | Q9H2X9 | KCC2 cells, thallium flux FluoZin-2 fluorescence | B-score of Tl+ flux slope (higher = more flux/activation; lower = inhibition) at 10 µM | actives 2.2% (n = 190,000);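 active = thallium flux slope and its plate-corrected score both differing from the plate sample mean at a set confidence after two filtering rounds, in either direction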;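 also: slope of fluorescence scaled to starting intensity during 10 to 20 s after thallium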
Target sequence (Q9H2X9 whole entry, looked up): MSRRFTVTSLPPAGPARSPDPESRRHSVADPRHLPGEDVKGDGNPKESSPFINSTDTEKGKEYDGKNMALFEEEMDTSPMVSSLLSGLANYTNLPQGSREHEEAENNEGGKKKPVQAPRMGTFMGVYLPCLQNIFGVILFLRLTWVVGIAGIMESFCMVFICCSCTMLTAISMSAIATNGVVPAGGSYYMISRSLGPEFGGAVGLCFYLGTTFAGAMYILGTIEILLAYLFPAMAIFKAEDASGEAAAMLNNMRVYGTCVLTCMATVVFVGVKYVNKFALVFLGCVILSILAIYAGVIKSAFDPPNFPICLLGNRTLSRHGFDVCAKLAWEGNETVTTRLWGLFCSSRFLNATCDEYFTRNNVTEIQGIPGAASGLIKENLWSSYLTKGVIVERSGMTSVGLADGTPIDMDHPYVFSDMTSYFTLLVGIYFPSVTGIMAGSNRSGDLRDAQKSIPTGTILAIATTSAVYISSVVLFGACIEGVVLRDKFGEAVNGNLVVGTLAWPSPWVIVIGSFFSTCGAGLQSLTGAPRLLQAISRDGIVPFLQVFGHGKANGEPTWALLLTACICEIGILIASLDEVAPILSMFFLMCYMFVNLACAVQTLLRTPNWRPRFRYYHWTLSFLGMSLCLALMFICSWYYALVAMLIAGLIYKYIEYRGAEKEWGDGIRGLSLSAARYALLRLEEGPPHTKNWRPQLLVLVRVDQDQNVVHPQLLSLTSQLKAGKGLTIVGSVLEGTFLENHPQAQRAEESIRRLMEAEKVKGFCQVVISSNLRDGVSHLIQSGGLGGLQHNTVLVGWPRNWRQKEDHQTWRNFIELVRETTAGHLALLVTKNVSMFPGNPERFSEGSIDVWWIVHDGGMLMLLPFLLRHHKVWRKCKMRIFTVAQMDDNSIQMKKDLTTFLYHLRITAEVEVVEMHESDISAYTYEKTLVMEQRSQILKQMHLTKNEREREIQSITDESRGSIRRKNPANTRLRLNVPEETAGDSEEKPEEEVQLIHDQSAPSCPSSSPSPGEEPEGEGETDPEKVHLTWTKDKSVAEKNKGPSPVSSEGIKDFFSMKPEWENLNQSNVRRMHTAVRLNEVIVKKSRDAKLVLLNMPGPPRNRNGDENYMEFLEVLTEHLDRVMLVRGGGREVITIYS
Calpain2 inh: inhibitors of pig calpain II. purified calpain II, fluorogenic peptide substrate, 30 min. AID 1236. inhibition, % at 16 µM. actives 0.37% (n = 220,000);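 active = inhibition above about 50%, limit read from the data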
FXIIa inh 1536: blocks human coagulation factor XIIa protease activity. P00748. purified FXIIa, Boc-QGR-AMC fluorogenic substrate, 2 h. actives 0.3% (n = 220,000). inhibition, % at 5 µM. AID 800; in the data active = inhibition above about 40%;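 also: 0% = enzyme with no compound and 100% = blank without enzyme; many of its hits are not listed in these tables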
Starred values were filed as active, the others as inactive; [ ] = dose if it differs, or a comment. An excerpt (hit frequency here may not be typical).

C1CN=C(NC23CC4CC(CC(C4)C2)C3)C1 was read as hK5 inh -14, PERK inhibitor -0.4, FXIa inh 1536 -2, Furin inh -13, thrombin 1536 -5, KCC2 mod -0.21, Calpain2 inh 8 and FXIIa inh 1536 9.
For COc1ccc2c(C)cc(SCC(=O)Nc3nsc(-c4ccc(C)cc4)n3)nc2c1 the results were hK5 inh -8, PERK inhibitor -0.9, FXIa inh 1536 -5, Furin inh -3, thrombin 1536 -1, KCC2 mod 1.1, Calpain2 inh -83 and FXIIa inh 1536 -1.
For COc1ccc(/C=C/C(=O)OCc2csc(-c3ccccc3)n2)cc1OC the results were hK5 inh -3, PERK inhibitor 0.6, FXIa inh 1536 3, Furin inh 8, thrombin 1536 0, KCC2 mod -0.37, Calpain2 inh -1 and FXIIa inh 1536 3.
Screening COc1ccc(C(=O)N[C@H]2COC(C)(C)O[C@H]2c2ccccc2)cc1 returned hK5 inh 20, Rad51 HR inh 7, PERK inhibitor 0.6, FXIa inh 1536 4, Furin inh -21, thrombin 1536 4, Calpain2 inh 16 and FXIIa inh 1536 12.
`CCCn1c(N)c(C(=O)CSc2ncc(C(F)(F)F)cc2Cl)c(=O)[nH]c1=O` gave hK5 inh -1, Rad51 HR inh 2, PERK inhibitor 0.3, FXIa inh 1536 -2, Furin inh -18, thrombin 1536 -2, KCC2 mod -0.62, Calpain2 inh -5 and FXIIa inh 1536 3.
For COc1ccc(C(C)=O)cc1COC(=O)c1ccc2c(c1)OCO2 the results were hK5 inh -6, Rad51 HR inh 0, PERK inhibitor -0.3, FXIa inh 1536 0, Furin inh -34, thrombin 1536 1, Calpain2 inh -4 and FXIIa inh 1536 8.
`CCCN1C(=O)/C(=c2\sc3nc(=O)c(Cc4ccc(C)cc4)nn3c2=O)c2ccccc21` gave hK5 inh 10, Rad51 HR inh -4, PERK inhibitor -0.1, FXIa inh 1536 -5, Furin inh -4, thrombin 1536 5, KCC2 mod -0.012, Calpain2 inh -21 and FXIIa inh 1536 8.
For CCOC(=O)N1CCN(CC(=O)Nc2ccc(F)cc2F)CC1 the results were hK5 inh -6, Rad51 HR inh -2, PERK inhibitor -0.5, FXIa inh 1536 0, Furin inh -19, thrombin 1536 2, KCC2 mod 1, Calpain2 inh 6 and FXIIa inh 1536 9.
Screening O=C(Nc1cccnc1)C1CCN(S(=O)(=O)c2cccc3nonc23)CC1 returned hK5 inh -2, Rad51 HR inh -2, PERK inhibitor 0.4, FXIa inh 1536 -6, Furin inh -26[20 µM], thrombin 1536 -4, Calpain2 inh 4 and FXIIa inh 1536 3.
For Cc1c(NC(=O)CCCN2C(=O)c3cccc4cccc(c34)C2=O)c(=O)n(-c2ccccc2)n1C the results were hK5 inh 1, Rad51 HR inh 2, PERK inhibitor 0.1, FXIa inh 1536 2, Furin inh 1, thrombin 1536 -4, Calpain2 inh 8 and FXIIa inh 1536 11.
CCn1c(C)c(P(=O)(N2CCOCC2)N2CCOCC2)c2ccccc21 was read as hK5 inh 0, Rad51 HR inh -3, PERK inhibitor 0.6, FXIa inh 1536 -3, Furin inh -24, thrombin 1536 -1, KCC2 mod 0.77 and Calpain2 inh -23.
For COc1ccc(C(=O)N=S2CCN(C(=O)c3ccc(Cl)cc3)CC2)cc1 the results were hK5 inh -3, Rad51 HR inh -5, PERK inhibitor -0.2, FXIa inh 1536 -3, Furin inh -13, thrombin 1536 4, KCC2 mod 0.072, Calpain2 inh 9 and FXIIa inh 1536 9.
`CCCCNC(=O)NC1CCCC1` gave hK5 inh -20, Rad51 HR inh 5, PERK inhibitor 0.9, FXIa inh 1536 -3, Furin inh -9, thrombin 1536 -10, KCC2 mod 2.2, Calpain2 inh -13 and FXIIa inh 1536 -6.
For COC(=O)Nc1ccc2ncn(C)c(=O)c2c1 the results were hK5 inh 1, Rad51 HR inh 3, PERK inhibitor 0.9, FXIa inh 1536 -1, Furin inh -32, thrombin 1536 -3, KCC2 mod -0.33, Calpain2 inh -19 and FXIIa inh 1536 2.
`Cc1nn(-c2ccc(F)cc2)c(C)c1CN1CCN(CCc2ccccc2)C(CCO)C1` (stereo not drawn) gave PERK inhibitor 1.0, FXIa inh 1536 -3, Furin inh -18, thrombin 1536 -1, KCC2 mod 0.23, Calpain2 inh 3 and FXIIa inh 1536 3.
Screening CCOc1ccc(S(=O)(=O)NCc2ccc(F)cc2)c2cccnc12 returned hK5 inh -10, Rad51 HR inh 5, PERK inhibitor -1.9, FXIa inh 1536 9, Furin inh -13, thrombin 1536 1, KCC2 mod -0.91, Calpain2 inh -92 and FXIIa inh 1536 11.
`Cc1ccccc1Cn1c(=O)n(CCCC(=O)NCc2ccco2)c(=O)c2ccccc21` gave hK5 inh 1, Rad51 HR inh 4, PERK inhibitor -1.0, FXIa inh 1536 -1, Furin inh -10, thrombin 1536 -1, KCC2 mod -1.5, Calpain2 inh 6 and FXIIa inh 1536 -1.
Screening CC(C)(C)C(=O)Nc1ccc(C(=O)N/N=C/C2CC3C=CC2C3)cc1 (stereo not drawn) returned hK5 inh -14, PERK inhibitor 0.5, FXIa inh 1536 -1, Furin inh -30, thrombin 1536 -9, KCC2 mod 0.24, Calpain2 inh -11 and FXIIa inh 1536 4.
For CS(=O)CCC(NS(=O)(=O)c1ccccc1)C(=O)O (stereo not drawn) the results were hK5 inh -3, Rad51 HR inh 0, PERK inhibitor 1.0, FXIa inh 1536 1, Furin inh -20, thrombin 1536 5, KCC2 mod 0.34, Calpain2 inh 4 and FXIIa inh 1536 10.
`CC1CCN(c2ccc(NC(=O)c3cccnc3Cl)cc2)CC1` gave hK5 inh 0, Rad51 HR inh 5, PERK inhibitor 1.1, FXIa inh 1536 -4, Furin inh -28, thrombin 1536 -7, KCC2 mod -0.43, Calpain2 inh -21 and FXIIa inh 1536 9.
CCCCn1cnc2c(sc3nc4c(cc32)CSC(C)(C)C4)c1=O was read as hK5 inh -9, Rad51 HR inh -6, PERK inhibitor 0.6, FXIa inh 1536 -2, Furin inh -19, thrombin 1536 -12, KCC2 mod 0.62, Calpain2 inh -28 and FXIIa inh 1536 12.
For C/C(=N\NC(N)=O)c1cc(Cl)cc(Cl)c1O the results were hK5 inh -2, Rad51 HR inh 12, PERK inhibitor 1.0, FXIa inh 1536 -3, Furin inh -13, thrombin 1536 -6, KCC2 mod -0.56, Calpain2 inh -22 and FXIIa inh 1536 2.
Screening Cc1ccsc1C1NC(=O)c2c(sc3c2CCN(C)C3)N1 (stereo not drawn) returned hK5 inh -6, Rad51 HR inh -36, PERK inhibitor 0.0, FXIa inh 1536 7, Furin inh -35, thrombin 1536 -1, KCC2 mod -0.77, Calpain2 inh -41 and FXIIa inh 1536 15.
For O=C(NC1(C(F)(F)F)C(=O)Nc2c1c(=O)[nH]c(=O)n2-c1ccccc1)c1ccncc1 (stereo not drawn) the results were Rad51 HR inh -1, PERK inhibitor 0.7, Furin inh -20[20 µM] and KCC2 mod -0.057.
`CCC(C)c1ccc(OCC(=O)O)cc1` (stereo not drawn) gave hK5 inh -2, Rad51 HR inh -3, PERK inhibitor 0.5, FXIa inh 1536 2, Furin inh -10[20 µM], thrombin 1536 -4, KCC2 mod 1, Calpain2 inh 12 and FXIIa inh 1536 5.
For CCOc1ccccc1-n1c(=S)sc2c(=O)n(-c3ccc(C)cc3)c(=S)[nH]c21 the results were PERK inhibitor 0.9, FXIa inh 1536 2, Furin inh -21, thrombin 1536 3, KCC2 mod 0.16, Calpain2 inh 28 and FXIIa inh 1536 13.
Screening COCCN1C(=O)C(CC(=O)Nc2ccc(C(=O)O)cc2)SC1=Nc1ccccc1 (stereo not drawn) returned hK5 inh -33, PERK inhibitor 0.5, FXIa inh 1536 18, Furin inh -10, thrombin 1536 -6, KCC2 mod 0.046, Calpain2 inh -5 and FXIIa inh 1536 9.
Screening CCc1c(C)sc(NC(=O)c2ccc(Br)o2)c1C(=O)OC returned hK5 inh -11, Rad51 HR inh -9, PERK inhibitor -0.3, FXIa inh 1536 3, Furin inh -21[20 µM], thrombin 1536 5, KCC2 mod 0.0013, Calpain2 inh -95 and FXIIa inh 1536 6.
Cc1cccc(NC(=O)C2C3C=CC(C4CC34)C2C(=O)O)c1 (stereo not drawn) was read as hK5 inh -8, Rad51 HR inh 8, PERK inhibitor 1.0, FXIa inh 1536 5, Furin inh -11[20 µM], thrombin 1536 -1, KCC2 mod 0.14, Calpain2 inh -22 and FXIIa inh 1536 11.
For O=C(NCC1CCCO1)c1ccc(NC(=O)C2C3C=CC(C3)C2C(=O)O)cc1 (stereo not drawn) the results were hK5 inh 5, Rad51 HR inh -7, PERK inhibitor 0.8, FXIa inh 1536 5, Furin inh -15[20 µM], thrombin 1536 2, KCC2 mod -0.0018, Calpain2 inh 6 and FXIIa inh 1536 14.
C=CCn1c(=O)c2ccccc2n2c(SCC(=O)Nc3cc(C)on3)nnc12 was read as hK5 inh -17, Rad51 HR inh 3, PERK inhibitor -0.6, FXIa inh 1536 -1, Furin inh -25[20 µM], thrombin 1536 -3, KCC2 mod -0.098, Calpain2 inh 4 and FXIIa inh 1536 11.
`Clc1cccc(Cl)c1CNC1CCCC1` gave hK5 inh -9, Rad51 HR inh -12, PERK inhibitor -0.7, FXIa inh 1536 -5, Furin inh -8[20 µM], thrombin 1536 -3, KCC2 mod 0.76, Calpain2 inh -13 and FXIIa inh 1536 6.
COc1ccc(C2CN=NC23CCc2ccccc2C3=O)cc1 (stereo not drawn) was read as hK5 inh 0, Rad51 HR inh 5, PERK inhibitor -1.0, FXIa inh 1536 21, Furin inh -13, thrombin 1536 -2, KCC2 mod -1.8, Calpain2 inh -9 and FXIIa inh 1536 6.
O=C(CCCCCNc1nc(=S)[nH]c2ccccc12)N1CCN(c2ccccn2)CC1 was read as hK5 inh 12, Rad51 HR inh 0, PERK inhibitor -0.7, FXIa inh 1536 -3, Furin inh -11, thrombin 1536 0, Calpain2 inh 9 and FXIIa inh 1536 9.
O=C(N/N=C/c1ccc(Br)s1)c1ccccc1[N+](=O)[O-] was read as hK5 inh 3, Rad51 HR inh -8, PERK inhibitor 0.5, FXIa inh 1536 18, Furin inh -6, thrombin 1536 9, KCC2 mod -1.1, Calpain2 inh 8 and FXIIa inh 1536 19.
`CC(=O)c1sc(N/N=C\c2ccccc2O)nc1C` gave hK5 inh -5, Rad51 HR inh -38, PERK inhibitor 0.3, FXIa inh 1536 -3, Furin inh -9, thrombin 1536 -14, KCC2 mod -1.2, Calpain2 inh -33 and FXIIa inh 1536 6.

3 neighbouring records from above, quoted:
C=CCn1c(=O)c2ccccc2n2c(SCC(=O)Nc3cc(C)on3)nnc12 was read as hK5 inh -17, Rad51 HR inh 3, PERK inhibitor -0.6, FXIa inh 1536 -1, Furin inh -25[20 µM], thrombin 1536 -3, KCC2 mod -0.098, Calpain2 inh 4 and FXIIa inh 1536 11.
`Clc1cccc(Cl)c1CNC1CCCC1` gave hK5 inh -9, Rad51 HR inh -12, PERK inhibitor -0.7, FXIa inh 1536 -5, Furin inh -8[20 µM], thrombin 1536 -3, KCC2 mod 0.76, Calpain2 inh -13 and FXIIa inh 1536 6.
COc1ccc(C2CN=NC23CCc2ccccc2C3=O)cc1 (stereo not drawn) was read as hK5 inh 0, Rad51 HR inh 5, PERK inhibitor -1.0, FXIa inh 1536 21, Furin inh -13, thrombin 1536 -2, KCC2 mod -1.8, Calpain2 inh -9 and FXIIa inh 1536 6.
